SF-1 act: activators of human SF-1, primary screen, cell-based, CHO-K1, Gal4-SF-1 LBD, luciferase luminescence. Steroidogenic factor 1 (Homo sapiens), Q13285. CHO-K1 Gal4-SF-1 LBD luciferase reporter; % increase over DMSO SF-1-specific signal. activation, % at 10 µM. hit rate 1.9% among 65,000;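 active means activation above the mean activation of all tested compounds plus 3 SD, cut at about 50% in these data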
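Test system: CHO-K1 cells co-transfected with Gal4 DBD–human SF-1 LBD, 5xGal4 luciferase reporter. Quantity: 4,000 cells per well. Compound: 10 µM only. Incubation: compound added 1 h post-seeding, 20 h exposure at 37 °C, 5% CO2. Detection: SteadyLite luciferase luminescence. Replication: one test per compound.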
D1 allo mod: D1 CRE-luciferase signal change, two-sided – cell-based, HEK293 D1, dopamine EC30, D1 allosteric modulator project, primary screen; hit rate 5.9% among 58,000; dopamine EC30 potentiation; actives deviate in either direction; AID 641, 2007; D(1A) dopamine receptor (Homo sapiens), P21728; B-score at 10 µM;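 active means luminescence count or its row- and column-corrected plate score outside the 99.7% band of the plate's sample wells, on either side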
Target sequence (P21728 whole entry, looked up): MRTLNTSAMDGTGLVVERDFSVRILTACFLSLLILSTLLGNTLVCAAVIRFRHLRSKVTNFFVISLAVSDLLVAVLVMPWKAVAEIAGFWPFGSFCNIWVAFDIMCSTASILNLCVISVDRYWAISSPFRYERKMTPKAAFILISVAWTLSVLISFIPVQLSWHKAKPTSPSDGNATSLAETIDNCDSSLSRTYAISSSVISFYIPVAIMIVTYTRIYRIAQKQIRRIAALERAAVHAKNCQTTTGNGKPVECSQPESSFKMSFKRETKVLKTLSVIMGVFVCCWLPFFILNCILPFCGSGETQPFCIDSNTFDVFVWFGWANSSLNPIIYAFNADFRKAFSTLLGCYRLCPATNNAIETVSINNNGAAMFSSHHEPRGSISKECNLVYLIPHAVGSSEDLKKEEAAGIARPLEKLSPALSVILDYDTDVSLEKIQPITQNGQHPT
TNAP act DEA: human TNAP enzyme activators, primary screen, biochemical, luminescent, intermediate phosphate acceptor level. AID 813, 2007. activation factor at 20 µM. purified TNAP, CDP-star luminescence, 100 mM DEA, 30 min; active compounds read high; scale: 0 levamisole-inhibited, 1 vehicle-only enzyme. 64,000 tested, under 10 active;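 active means activation factor of at least 2 at 20 µM, relative to controls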
MKP-1 inh: MKP-1 phosphatase inhibitors, primary screen, biochemical, in vitro; inhibition, %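 (compounds tested at a single concentration somewhere between 10 and 100 µM)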; hit rate 0.15% among 65,000; recombinant MKP-1, OMFP hydrolysis fluorescence;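 active means inhibition above about 50%, limit read from the data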;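 further: 0% = DMSO max control wells and 100% = wells with enzyme stopped by NaOH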
HER2 expr 66K: inhibitors of Her2 protein expression, primary screen, SKBR-3 cells, AlphaScreen, 66K library. Receptor tyrosine-protein kinase erbB-2 (Homo sapiens), P04626. SKBR-3 HER2 protein level, 18-24 h; active compounds read low. HER2 level % of control, % at 10 µM. hit rate 0.69% among 65,000;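 active means HER2 level under 5% of the carrier-only control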;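 further: 100% = DMSO carrier and 0% = 500 nM PU-H71 HSP90 inhibitor; lower value means stronger loss of Her2 protein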
FXIIa inh mix: human factor XIIa inhibitors, primary screen, biochemical, pooled compound mixtures, fluorogenic substrate; hit rate 0.2% among 62,000; inhibition, % at 5 µM; purified FXIIa; in the data active means inhibition above about 20%, passing the limit was not always enough;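 further: 0% = enzyme without compound and 100% = no enzyme blank; some results filed as inactive read as strong as hits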
Target sequence (P00748 20-372 limits assumed): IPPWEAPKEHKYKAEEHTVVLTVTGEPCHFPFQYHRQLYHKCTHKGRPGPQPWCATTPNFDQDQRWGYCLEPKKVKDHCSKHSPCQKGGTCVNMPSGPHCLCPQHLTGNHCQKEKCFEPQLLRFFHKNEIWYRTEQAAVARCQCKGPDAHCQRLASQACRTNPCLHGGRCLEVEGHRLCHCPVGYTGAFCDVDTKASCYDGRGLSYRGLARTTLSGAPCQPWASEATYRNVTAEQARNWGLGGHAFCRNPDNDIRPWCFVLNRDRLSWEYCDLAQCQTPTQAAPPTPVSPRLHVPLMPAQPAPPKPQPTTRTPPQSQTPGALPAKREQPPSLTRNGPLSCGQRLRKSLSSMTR
Target sequence (P00748 373-615 limits assumed): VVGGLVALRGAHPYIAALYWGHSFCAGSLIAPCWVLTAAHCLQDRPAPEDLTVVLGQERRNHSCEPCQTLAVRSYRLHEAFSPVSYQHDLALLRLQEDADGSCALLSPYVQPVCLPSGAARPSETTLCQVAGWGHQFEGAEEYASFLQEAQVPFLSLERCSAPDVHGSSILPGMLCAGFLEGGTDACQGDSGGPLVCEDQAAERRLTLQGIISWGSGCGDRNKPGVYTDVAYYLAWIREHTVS
RORa activator: activators of orphan receptor RORA, primary screen, cell-based, luminescence. activation, % at 10 µM. hit rate 1.5% among 65,000. CHO-K1 Gal4-RORA LBD luciferase reporter; percent increase over mock-subtracted basal signal. AID 560, 2006. Nuclear receptor ROR-alpha (Homo sapiens), P35398;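 active means activation above the mean of all tested compounds plus 3 SD, cut at about 49% in these data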;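 further: 0% = DMSO-treated RORA cells and 100% = added signal equal to DMSO minus mock-transfected cells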
Hsp90 block: tumor Hsp90 inhibitors, primary screen, cell lysate, fluorescence polarization, NCI-N417 lysate; hit rate 0.35% among 64,000; Cy3B-geldanamycin FP displacement; inhibition, % at 30 µM;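 active means inhibition above 50%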;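 further: 0% = tracer plus lysate wells and 100% = tracer alone without lysate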
Cdc25B block: inhibitors of Cdc25B phosphatase catalytic domain, primary screen, biochemical, OMFP fluorescence; M-phase inducer phosphatase 2 (Homo sapiens), P30305; recombinant Cdc25B, OMFP fluorescence Ex485/Em525; inhibition, %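 (compounds tested at 10 µM final in the well)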; hit rate 0.1% among 65,000; AID 368, 2006; in the data active means inhibition above about 50%
* hit, by the source's call; / = not tested or not shown.

Second line of a record: SF-1 act	D1 allo mod	TNAP act DEA	MKP-1 inh	HER2 expr 66K	FXIIa inh mix	RORa activator	Hsp90 block	Cdc25B block
#1 Cc1ccc(-n2nnc3c(SCC(=O)NCC4CCCO4)ncnc32)cc1 (configuration not stated)
 : -9	/	1	16	94	11	-18	3	-3
#2 COc1cc(C(=O)NC2CC3CCCC(C2)N3CC(=O)Nc2ccccc2)cc(OC)c1OC (configuration not stated)
 : 4	-0.26	0.9	9	102	/	14	-8	-1
#3 Cc1cc(NC(=O)COC(=O)CCCOc2ccc(Cl)cc2C)no1
 : 9	-0.091	0.9	25	113	2	-6	-3	3
#4 O=C(NCCc1c[nH]c2ccccc12)c1cc(S(=O)(=O)N2CCCCC2)ccc1N1CCOCC1
 : 18	0.18	1	25	84	12	-10	-1	0
#5 O=C(O)c1ccc(CSCc2ccccc2F)o1
 : 21	0.049	1	3	102	3	-15	-2	10
#6 Cn1c(SCC(=O)NCc2ccco2)nc2ccccc2c1=O
 : -19	-0.16	1	13	100	24	4	-1	-10
#7 CCC1CCCCN1C(=O)COc1cc(=O)n(C)c2ccccc12 (configuration not stated)
 : 1	-0.19	1	3	80	-5	10	-5	2
#8 O=C(O)c1cnn2c1NC(c1ccc(F)cc1)CC2C(F)(F)F (configuration not stated)
 : 6	0.12	0.9	-4	109	9	10	3	-6
#9 O=C(/C=C\Nc1ccccn1)c1ccccc1
 : -32	-6.9*	0.9	10	36	10	-34	0	-10
#10 CCn1c(COc2ccc(C)cc2)nnc1SCC(=O)Nc1cc(OC)ccc1OC
 : -5	-0.56	0.9	34	89	8	8	0	-13
#11 COc1ccc(C2=NOC(C(=O)NC(C)(C)C)C2)cc1 (configuration not stated)
 : 11	-0.97	1	1	78	8	-1	-5	-4
#12 Cn1nccc1C(=O)Nn1cnnc1
 : 8	/	1	-21	91	8	20	2	-1
#13 CCn1c(SCC(=O)Nc2ccc(OCc3ccccc3)cc2)nnc1-c1ccco1
 : -5	1.4	0.9	16	94	2	-17	-4	0
#14 Cc1cc(NC(=O)CSc2ccc3nnc(-c4ccccc4)n3n2)no1
 : 6	0.001	0.9	11	71	5	-12	-3	-8
#15 CC(=O)Nc1ccc(N/C=C/C(=O)C(C)(C)C)cc1
 : -11	0.073	1	11	88	4	-9	0	-5

9 entries from above, sorted by length of the SMILES, lowest first:
Second line of a record: SF-1 act	D1 allo mod	TNAP act DEA	MKP-1 inh	HER2 expr 66K	FXIIa inh mix	RORa activator	Hsp90 block	Cdc25B block
#12 Cn1nccc1C(=O)Nn1cnnc1
 : 8	/	1	-21	91	8	20	2	-1
#9 O=C(/C=C\Nc1ccccn1)c1ccccc1
 : -32	-6.9*	0.9	10	36	10	-34	0	-10
#15 CC(=O)Nc1ccc(N/C=C/C(=O)C(C)(C)C)cc1
 : -11	0.073	1	11	88	4	-9	0	-5
#7 CCC1CCCCN1C(=O)COc1cc(=O)n(C)c2ccccc12 (configuration not stated)
 : 1	-0.19	1	3	80	-5	10	-5	2
#3 Cc1cc(NC(=O)COC(=O)CCCOc2ccc(Cl)cc2C)no1
 : 9	-0.091	0.9	25	113	2	-6	-3	3
#10 CCn1c(COc2ccc(C)cc2)nnc1SCC(=O)Nc1cc(OC)ccc1OC
 : -5	-0.56	0.9	34	89	8	8	0	-13
#13 CCn1c(SCC(=O)Nc2ccc(OCc3ccccc3)cc2)nnc1-c1ccco1
 : -5	1.4	0.9	16	94	2	-17	-4	0
#2 COc1cc(C(=O)NC2CC3CCCC(C2)N3CC(=O)Nc2ccccc2)cc(OC)c1OC (configuration not stated)
 : 4	-0.26	0.9	9	102	/	14	-8	-1
#4 O=C(NCCc1c[nH]c2ccccc12)c1cc(S(=O)(=O)N2CCCCC2)ccc1N1CCOCC1
 : 18	0.18	1	25	84	12	-10	-1	0

More entries
Second line of a record: SF-1 act	D1 allo mod	TNAP act DEA	MKP-1 inh	HER2 expr 66K	FXIIa inh mix	RORa activator	Hsp90 block	Cdc25B block
#16 Cc1nc(NCc2ccc3c(c2)OCO3)c2oc3ccccc3c2n1
 : -10	3	0.9	16	75	-19	2	3	-15
#17 Cc1ccc(NC(=O)CCNS(=O)(=O)c2ccc3c(c2)oc(=O)n3C)cc1
 : 8	-0.044	0.8	6	82	21	-10	4	-15
#18 Cc1cc(C)nc(NC(=O)CSc2nn(C)c(=S)s2)n1
 : -9	-0.53	0.9	18	114	5	-8	-5	2
#19 Brc1ccccc1-c1nnc(CSc2nnnn2-c2ccccc2)o1
 : 9	0.94	0.8	-3	132	-1	38	-7	-5
#20 C1=C(N2CCOCC2)/C(=C/c2nc3ccccc3[nH]2)CC1
 : 10	-2.2	0.9	13	93	4	15	-11	-2
#21 CCOC(=O)N1CCC(NC(=O)c2cc(C(=O)Nc3cccc(OC)c3)ccc2CO)CC1
 : -9	0.61	0.9	-6	97	2	-14	-1	13
#22 CCOC(=O)c1sc(NC(=O)c2ccc(C)o2)nc1C
 : 21	0.087	0.9	6	38	2	33	-3	-1
#23 CCNC(=O)CCc1nc(-c2ccc(C(C)(C)C)cc2)no1
 : -86	-0.74	1	-20	106	6	-88	-2	2
#24 O=C(c1nc2ncccn2n1)N1CCc2ccccc2C1
 : -3	0.15	0.9	25	150	4	-28	-14	-6
#25 CCCN(CCC)C(=O)CCS(=O)(=O)c1cccc2nsnc12
 : -10	0.49	0.9	12	117	1	-8	/	-9
#26 CSc1nc(SCC(=O)NCc2ccco2)c2c3c(sc2n1)CN(C)CC3
 : 9	-0.0025	0.9	18	87	10	-2	/	12
#27 Cc1ccc(S(=O)(=O)NCCCCCC(=O)N(C)C)cc1
 : 0	-4.3*	1	6	89	12	-18	3	7
#28 Cn1ccc(C(=O)OCC(=O)c2ccccc2)n1
 : 4	-0.7	1	6	168	-3	-1	-2	9
#29 Cc1ccc(-c2nc3ccccc3[nH]2)cc1NC(=O)c1ccco1
 : 23	0.88	0.9	4	84	3	35	-3	4
#30 Cc1c(NC(=O)Nc2cccc(Cl)c2)c(=O)n(-c2ccccc2)n1C
 : -24	/	1	8	153	2	-11	2	-1

Compound profiles, as listed above. Values in the order: SF-1 act | D1 allo mod | TNAP act DEA | MKP-1 inh | HER2 expr 66K | FXIIa inh mix | RORa activator | Hsp90 block | Cdc25B block
CCn1c(COc2ccc(C)cc2)nnc1SCC(=O)Nc1cc(OC)ccc1OC reads -5 | -0.56 | 0.9 | 34 | 89 | 8 | 8 | 0 | -13
COc1ccc(C2=NOC(C(=O)NC(C)(C)C)C2)cc1 (configuration not stated) reads 11 | -0.97 | 1 | 1 | 78 | 8 | -1 | -5 | -4

Continuation:
Second line of a record: SF-1 act	D1 allo mod	TNAP act DEA	MKP-1 inh	HER2 expr 66K	FXIIa inh mix	RORa activator	Hsp90 block	Cdc25B block
#31 CCN1CCN(C(=O)CCCCCn2c(=O)[nH]c3cc(C(=O)OC)ccc3c2=O)CC1
 : -2	-0.15	0.9	14	94	7	-7	-3	15
#32 CCc1nnc(NC(=O)CCC(=O)N2CCN(C3CCCCC3)CC2)s1
 : 9	0.029	0.9	-16	100	2	-13	-3	-1
#33 COc1cccc(-c2nnc3sc(-c4ccccn4)nn23)c1
 : -18	1.5	0.9	3	45	-3	13	-7	4
#34 CCCc1cc(C(N)=O)c(NC(=O)c2ccoc2C)s1
 : 23	3.3	0.8	24	38	6	-9	-23	3
#35 COc1cc(NC(=O)NCCN2CCN(c3ccc(Cl)cc3)CC2)ccc1C
 : 9	-0.24	0.9	-7	136	2	-3	1	-9
#36 CCCCn1c(NCCO)nc2ccccc21
 : /	/	1	3	99	3	/	/	-3
#37 Cn1c(SCCCC(=O)c2ccccc2)nnc1-c1ccncc1
 : -14	0.94	1	-5	70	0	-5	-3	-12
#38 CS(=O)(=O)NCc1ccc(C(=O)NCCOc2ccccc2)cc1
 : 26	-1.7	1	-8	114	4	43	-10	6
#39 Cc1sc2ncnc(SCC(=O)NC(=O)NCc3ccco3)c2c1C
 : -7	0.13	0.9	-1	82	-13	6	-2	23
#40 CCCCCn1c(N2CCN(c3cccc(Cl)c3)CC2)nc2c1c(=O)[nH]c(=O)n2C
 : -4	4.9*	1	29	50	1	-10	0	1
#41 COc1ccc2nc(NCCCNC(=O)c3cc(OC)c(OC)c(OC)c3)c(C#N)cc2c1
 : 10	0.094	1.2	14	108	4	-10	-6	-2
#42 Cc1ccc(S(=O)(=O)C2(S(=O)(=O)c3ccc(C)cc3)CCCC2)cc1
 : 34	0.018	0.9	13	70	6	36	0	-1
#43 CCOC(=O)CSc1nc2sc3c(c2c(=O)[nH]1)CCCC3
 : -8	0.19	0.9	4	158	-3	-2	-1	4
#44 CCCc1cc(C(=O)Nc2nccs2)cs1
 : 42	0.043	1	-4	61	5	35	-2	-8
#45 CCOC(=O)c1cccc(NC(=O)Nc2cc(OC)ccc2OC)c1
 : -6	-0.78	0.9	9	76	1	5	5	-9
#46 O=S(=O)(c1ccc(Br)s1)N1CCN(c2ccccc2)CC1
 : -9	0.44	0.9	2	64	4	-4	1	3
#47 Cc1cc(NC(=O)COC(=O)CCC(=O)c2ccc(F)cc2)no1
 : -12	1.9	1	22	98	10	0	-2	4
#48 NC(=O)c1ncn([C@@H]2O[C@H](CO)[C@@H](O)[C@H]2O)n1
 : /	/	/	10	113	/	/	-2	-15
#49 CCOC(=O)c1cc(-c2ccncc2)nc2c1c(C)nn2-c1ccccn1
 : 3	-1.3	0.9	29	85	7	-19	-7	7
#50 CC12CCC(C(=O)NCc3ccco3)(OC1=O)C2(C)C (configuration not stated)
 : -17	1.3	0.9	2	64	-24	-9	-2	0
#51 CN(C)S(=O)(=O)Nc1ccc(NS(=O)(=O)N(C)C)c(S(=O)(=O)c2ccccc2)c1
 : 5	/	0.9	-10	133	/	-3	4	-9
#52 CCCn1cnc2cc(NCc3cccc(OC)c3O)ccc21
 : 2	0.23	1	-21	138	7	-1	5	-3
#53 CCc1nc2nc(C)cc(Nc3cccc(C(F)(F)F)c3)n2n1
 : -7	0.44	1	14	88	-1	11	-3	-8
#54 COc1cccc(CN2CCN(C(=O)c3cccs3)CC2)c1OC
 : 25	1.1	0.8	-2	105	9	21	-4	-12
#55 CCOC(=O)C1=C(C)OC(N)=C(C(=O)OCC)C1c1ccncc1 (configuration not stated)
 : -20	0.81	1	1	111	1	7	-3	-10
#56 O=C(CN1CCCCC1)N1CCN(C(=O)CN2CCCCC2)CC1
 : -14	0.16	1	2	78	4	-17	0	-6
#57 COC(=O)/C=c1\sc2n(c1=O)C(C)=CC(C)(C)N=2
 : -8	/	0.9	25	82	14	4	-4	2
#58 O=C(NCCc1ccccc1)C1c2ccccc2C(=O)N1C1CC1 (configuration not stated)
 : -4	-0.98	1	3	77	4	-25	-2	8
#59 COC(=O)C(C#N)C(c1cccnc1)c1c(C)[nH][nH]c1=O (configuration not stated)
 : 10	1.8	1	-2	100	-2	-2	5	-3
#60 c1ccc(N2CCN(c3nc4cc5c(cc4s3)OCO5)CC2)cc1
 : 55*	/	1	17	83	5	70*	1	4
#61 O=C(NCC(=O)N(c1ccc2c(c1)OCO2)C(C(=O)NC1CCCC1)c1cccs1)c1ccco1 (configuration not stated)
 : -3	-1.6	0.9	-27	92	6	9	5	1

Assay outcomes (PubChem)
